KB-3-1 cytotox: KB-3-1 parental cell cytotoxicity. KB-3-1 viability, CellTiter-Glo ATP luminescence, 72 h. Potency, µM (doses to about 46.1 µM), inactives show at the top dose activity change, negative = cytotoxic, actives largely listed as cytotoxic. AID 1347075. 400,000 tested, 1.4% active; further: potency means the concentration at half of the fitted maximal effect; on the % scale 0 is the no-effect control and ±100 the full control effect; nearly all actives have a fitted effect of over 60% in size
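Cytotoxicity in the drug-sensitive parental line KB-3-1 was scored as loss of CellTiter-Glo luminescence following 72 h incubation with compound. Values come from curve fitting of normalized concentration-response data.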
ATXN viability: cell viability loss in ATXN counter-screen. S2 cells (HEK-293 line with an ATXN2-luciferase reporter) viability, CellTiter-Fluor protease fluorescence, 24 h. Potency, µM (top dose mostly 56.7 µM), hits mostly cytotoxic. 400,000 tested, 0.49% active. AID 651635; further: potency means the concentration at half of the fitted maximal effect; nearly all actives have a fitted effect of over 40% in size
MCF10A rerep: DNA re-replication induction in MCF 10a cells; MCF 10A DNA re-replication, Hoechst nuclear intensity, 48 h; Potency, µM (top dose mostly 46.1 µM), inactives show at the top dose activity, positive = re-replication, hits mostly activators; 350,000 tested, 2.9% active; further: potency means the concentration at half of the fitted maximal effect; % of control where 0% means no effect; nearly all actives have a fitted effect of over 50% in size
KB-V1 cytotox: KB-V1 MDR subline cytotoxicity; KB-V1 MDR cells viability, CellTiter-Glo, 72 h; Potency, µM (doses to about 46.1 µM), for the others: at the top dose activity change, negative = cytotoxicity, actives largely listed as cytotoxic; 400,000 tested, 3.4% active; further: potency means the concentration at half of the fitted maximal effect; on the % scale 0 is the no-effect control and ±100 the full control effect; nearly all actives have a fitted effect of over 60% in size
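Cells of the MDR subline KB-V1 are plated, dosed with compound at multiple concentrations, and incubated 72 h at 37 degrees C; CellTiter-Glo is then added and luminescence read after 10 min.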
IL-1B inflam inh: inhibitors of inflammasome signaling (IL-1 beta secretion) | 360,000 tested, 4.7% active | AID 743279 | activity change, % at 57.5 µM | THP-1 LPS/ATP IL-1B secretion, AlphaLISA, 16 h; hits give low values; in the data active means activity change below about -50%; inconclusive means mostly about -30% to -49%; further: on the % scale 0 is the no-effect control and ±100 the full control effect
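THP-1 cells pretreated 1 hr with compounds (up to 57.5 uM final), then stimulated with LPS (250 ng/mL final) plus ATP (1.25 mM final); secreted IL-1B measured by AlphaLISA after 16 hr, decreased signal indicating inhibition.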
ATXN2 expr inh: reduces ATXN2 reporter expression in HEK-293 cells | AID 1745845 | Potency, µM (top dose mostly 57 µM), for the others: top-dose activity change, negative = inhibition, actives largely listed as inhibitors | HEK-293 ATXN2-luciferase reporter, luminescence, 24 h | 360,000 tested, 0.72% active; further: potency means the concentration at half of the fitted maximal effect; on the % scale 0 is the no-effect control and ±100 the full control effect; nearly all actives have a fitted effect of over 55% in size
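ATXN2-luciferase reporter cells (luciferase flanked by upstream and downstream ATXN2 gene portions) were treated 24 h at 37 °C with compounds at up to 57 uM. SteadyGlo luminescence gave expression; GF-AFC fluorescence gave viability.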
HT1080-NT tox: kills 2HG-producing HT-1080-NT fibrosarcoma cells | 360,000 tested, 1.6% active | Potency, µM (titrated, usually from 46.1 µM), inactives show at the top dose activity, negative = less viability, most hits filed as cytotoxic | HT-1080-NT fibrosarcoma viability, CellTiter-Glo ATP luminescence, 48 h;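 further: NT is the 2HG producing partner of a matched IDH1 knockdown line; potency means the concentration at half of the fitted maximal effect; 0% = DMSO-treated cells and -100% = media-only wells without cells; nearly all actives have a fitted effect of over 55% in size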
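A 48-hour cytotoxicity screen used HT-1080-NT cells plated 2 hours before compound delivery. ATP-based CellTiter-Glo luminescence measured viability, normalized to DMSO and no-cell controls.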
HT1080 IDH1KD tx: toxicity to HT-1080 IDH1 knockdown cells (counter line); HT-1080 IDH1 knockdown viability, ATP luminescence, 48 h; Potency, µM (series often up to 46.1 µM), inactives show top-dose activity, negative = toxicity, usual class: cytotoxic; 360,000 tested, 2% active; AID 686971;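 further: potency means the concentration at half of the fitted maximal effect; 0% = DMSO wells and -100% = cell-free medium wells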
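In this qHTS, HT-1080 cells depleted of IDH1 are exposed for 48 h at 37 °C to compound titrations. Toxicity is scored from CellTiter-Glo luminescence, with DMSO as full viability and medium alone as none.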
SW480 rerep: induces DNA re-replication in SW480 colon adenocarcinoma cells | SW480 DNA re-replication, Hoechst DNA content imaging, 48 h | AID 624297 | Potency, µM (doses to about 46.1 µM), inactives show at the highest dose re-replication activation, most hits filed as activators | 340,000 tested, 1.8% active; further: potency means the concentration at half of the fitted maximal effect; % of control where 0% means no effect; nearly all actives have a fitted effect of over 55% in size
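DNA re-replication was detected as more nuclei of elevated Hoechst intensity after 48 hr exposure to compound (23 nL pinned per well of 250 cells).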
An asterisk follows results filed as active; i = inactive; ? = inconclusive; / = not tested or not shown; [ ] = remark or other dose. Unless noted, the call rests on the fitted dose curve; in most records, active means well fitted curve in the direction sought with a large enough effect; inconclusive means small, poorly fitted or top-dose-only effect, or another doubt; inactive means no such curve, though single readings can be large; an effect the other way counts as inactive or inconclusive.

Value order – MCF10A rerep, SW480 rerep, ATXN2 expr inh, KB-V1 cytotox, ATXN viability, HT1080 IDH1KD tx, KB-3-1 cytotox, HT1080-NT tox, IL-1B inflam inh
CCc1nc(NCCC(C)C)c(C#N)c2c1CCCC2
→ 7%, -2%, 0%, -3%, i, 12%, -8%, 8%, 16
CCOCCCNC(=O)CSCc1nc(-c2ccc(SC)cc2)oc1C
→ 4%, -8%, -7%, 0%, i, -3%, 1%, 5%, 36
CCC(=O)Nc1nc(C)cc(SCC(=O)OC)n1
→ 2%, 0%, -24%, 4%, i, 1%, -9%, 0%, 2
CC1=NNC(=O)/C1=C\c1cn(-c2ccccc2)nc1-c1ccc(F)cc1
→ 4.6µM*, ?, 7.5µM*, ?, /, 5.8µM*, -25%, 10µM*, -100*
O=C(CC1C(=O)NCCN1Cc1ccccc1)NC1CCCCCC1 (stereo not drawn)
→ 4%, -10%, 8%, 4%, i, 11%, 5%, 16%, 29
Cn1nc(C(F)(F)F)c(/C=N/OC(=O)c2ccccc2)c1Cl
→ 6%, -5%, -9%, 4%, i, -1%, 3%, 2%, 3
CC1=C(C(=O)OC2CCCCC2)C(c2ccc(F)cc2)NC(=O)N1 (stereo not drawn)
→ 10%, -4%, -16%, 1%, i, -22%, 2%, -1%, -53*
O=C(c1ccccc1)N(Cc1ccco1)C1CCS(=O)(=O)C1 (stereo not drawn)
→ 1%, -9%, /, 3%, /, 1%, 7%, 15%, 0
O=S(=O)(c1ccc(F)cc1)N1CCN(c2ccccn2)CC1
→ -38%[inhibitor], 0%, -28%, -25%, i, -1%, 13%, 7%, 16
CNNC(=S)Nc1cccc(SC)c1
→ -5%, -1%, 10%, -30%, i, -2%, 1%, -6%, 11
CC(Oc1ccc(F)cc1)C(=O)N(CCC1=CCCCC1)c1c(N)n(Cc2ccccc2)c(=O)[nH]c1=O (stereo not drawn)
→ ?, ?, -15%, -5%, ?, ?, 21%, ?, -1
CCC(C(=O)Nc1sc(C(N)=O)c(C)c1C(=O)OC)c1ccccc1 (stereo not drawn)
→ ?, 4%, -7%, ?, i, ?, -7%, ?, 57
CCCCN(c1ccccc1)c1ncnc2c1cnn2-c1cccc(C)c1
→ /, /, 27%, -1%, i, /, -5%, /, /
C=CCn1c(SCC(=O)Nc2nc3ccccc3s2)nnc1-c1ccccc1O
→ -3%, 2%, -23%, -16%, i, -15%, 2%, -30%, -8
COc1ccc(CC/C(C)=N\NC(N)=O)cc1
→ 0%, 6%, -13%, 0%, i, 8%, -11%, 16%, 41
Cc1sc2ncnc(N3CCOCC3)c2c1C
→ 0%, 11%, -8%, ?, i, -20%, 9%, -9%, 19
Cc1nc(-n2[nH]c3c(c2=O)CCCC3)[nH]c(=O)c1Cc1ccccc1
→ 21µM*, 9.2µM*, 8.9µM*, 2.6µM*, 18µM*, ?, ?, ?, -106*
CN(C)S(=O)(=O)N1CCN(S(=O)(=O)c2ccc3ccccc3c2)CC1
→ 18%, 12%, -7%, ?, i, 2%, -7%, 1%, 19
CS(=O)(=O)c1ccc(Cl)c(NC(=O)c2ccc(-n3cncn3)c([N+](=O)[O-])c2)c1
→ /, /, /, ?, i, -2%, -1%, -4%, -4
Cc1ccc(/C=N/n2c(-c3cccs3)n[nH]c2=S)cc1
→ ?, 21%, -7%, -29%, i, 1%, -4%, -5%, -22
CCCC12CN3CC(CCC)(CN(C1)C3C(O)C(O)C(O)CO)C2=O (stereo not drawn)
→ -6%, -1%, 0%, 15%, i, 9%, 6%, 8%, 1
C=C[C@H]1[C@H](O[C@@H]2O[C@H](CO)[C@@H](O)[C@H](O)[C@H]2O)OC=C2C(=O)OCC[C@]21O
→ -16%, -50%[inhibitor], 9%, ?, i, 15%, 0%, 17%, 9
O=C(NCc1ccc(F)cc1)C(c1ccco1)N(C(=O)c1csnn1)C1CC1 (stereo not drawn)
→ -5%, -20%, 11%, -3%, i, 1%, ?, 1%, 1
CCN(c1ccccc1)S(=O)(=O)c1cc(NC(=O)C2CC2)ccc1Cl
→ 13%, -36%[inhibitor], -12%, -14%, i, -3%, -11%, 5%[9.24 µM], 68
Cc1ccc(S(=O)(=O)Oc2cccc(N3C(=O)C4CC=CCC4C3=O)c2)cc1 (stereo not drawn)
→ -180%[0.0737 µM], ?, 1%, -8%, i, 1%, -4%, -4%, 17
CCOc1ccc(-n2cnc3sc4c(c3c2=O)CCCC4)cc1
→ 2%, -11%, 43%[activator], -29%, i, -2%, -15%, 4%, -63*
FC(F)(F)c1cc(-c2ccco2)nc(NCc2ccc(Cl)cc2)n1
→ 16µM*, ?, -14%, 0%, i, ?, 0%, ?, ?
COc1ccccc1NC(=O)N1CCN(c2ccccc2F)CC1
→ 0%, -7%, -12%, 7%, i, 13%, 3%, 22%, -27
C=CCN1C(=O)C2(OCCCO2)c2c(C)ccc(C)c21
→ ?, 10%, -6%, -7%, i, -5%, -7%, 2%, 20
COc1cc2c(cc1OC)C1=C(C#N)CC/C(=N\S(=O)(=O)c3cccc(Cl)c3)N1CC2
→ 2%, 4%, -3%, 16µM*, i, ?, ?, -14%, 4
O=C(NCc1nc2ccccc2[nH]1)c1ccc(S(=O)(=O)N2CCCC2)cc1
→ -1%, -6%, 7%, -8%, i, -10%, -5%, -15%, 31
COc1cc(/C=C/C(=O)O)cc(S(=O)(=O)Nc2ccc3c(c2)OCO3)c1OC
→ -35%[inhibitor], 0%[1.84 µM], -21%[11.3 µM], -10%, i, -3%, ?, -14%, 1
COc1cccc(C(=O)c2sc(NC(C)C)nc2N)c1
→ 5.8µM*, ?, ?, ?, i, ?, 16µM*, -24%, -107*
Cc1ccc(C(=O)NC2CC(C)(C)NC(C)(C)C2)cc1S(=O)(=O)N1CCOCC1
→ 9%, ?, 1%, 6%, i, -4%, 3%, -4%, -3
CCCCCN1CC(=O)N2[C@@H](Cc3c([nH]c4ccccc34)C2(C)C)C1=O
→ 6%, -2%, 21%, ?, i, -6%, 0%, -3%, 35
CC1CC(C)CN(C(=O)Cn2c(=O)n(CCCCC(=O)NCc3ccco3)c(=O)c3ccccc32)C1 (stereo not drawn)
→ 6%, -2%, 1%, ?, ?, 2%[9.24 µM], 22%, 1%, -8
O=C(CNC(=O)c1ccc(Br)o1)OCc1ccc(Br)cc1
→ 5%, -18%, -2%, 7%, i, -1%, 7%, -3%, -9
CCOC(=O)c1c(C)nc(-c2ccccc2)nc1NC(C)=O
→ 1%, -8%, 46%[activator], ?, i, 1%[9.24 µM], 6%, -3%, -5
COc1ccccc1OCCC(=O)OCC(=O)Nc1ccc(Br)cc1F
→ -2%, 0%, -3%, 0%, i, 17%, 1%, 14%, -8
COc1cc(CNC2CCCCCC2)cc(OC)c1OC
→ 0%, 0%, -13%, 2%, i, -7%, 1%, -5%[9.24 µM], 20
Cc1ccc(-c2nc(-c3ccncc3)no2)c(Cl)c1
→ -6%, -1%, /, ?, i, 6%, -1%, 9%, -12
Cc1ccc(NC(=O)CN2CCSc3ccc(S(=O)(=O)N4CCCC4)cc32)cc1C
→ /, /, -33%, 10µM*, 14µM*, /, ?, /, /
COc1ccc(CN2CCNC(=O)C2CC(=O)N2CCc3ccccc3C2)c(OC)c1 (stereo not drawn)
→ -5%, -2%, 0%, 23%, i, 23%, 6%, 15%, -2
Clc1ccccc1CNCc1ccc2c(c1)OCO2
→ /, /, /, -8%, i, -6%, 3%, -12%, ?
NC(=O)C1(N2CCCCC2)CCN(C(=O)NC2CCCCC2)CC1
→ -1%, 2%, -4%, ?, i, 18%, 12%, 12%, -7
COc1ccc(CNC(=O)c2ccc3c(c2)NC(=O)C(CS(=O)(=O)Cc2ccccc2Cl)N3)cc1 (stereo not drawn)
→ /, /, 4%, ?, ?, /, 7%, /, /
CC(=O)Nc1ccc(NC(=O)c2oc3ccc4c(c3c2C)C(=O)CC(C)(C)O4)cc1
→ /, /, 6%, -2%, ?, /, -5%, /, /
CN(C)c1ccc(-c2[nH][nH]c(=O)c2NC(=O)c2ccccn2)cc1
→ /, /, ?, 16%, /, 21µM*, 0%, ?, -8
COc1ccccc1CN1CCNC(=O)C1CC(=O)N(C)Cc1ccon1 (stereo not drawn)
→ -1%, -1%, /, -12%, i, -7%, -20%, -2%, -25
O=C(NNC(=S)NC1CC2C=CC1C2)c1cccnc1 (stereo not drawn)
→ ?, ?, -10%, -5%, i, 25%, 22%, 28%, /

The listing continues.
Value order – MCF10A rerep, SW480 rerep, ATXN2 expr inh, KB-V1 cytotox, ATXN viability, HT1080 IDH1KD tx, KB-3-1 cytotox, HT1080-NT tox, IL-1B inflam inh
O=C(OCc1nnc(-c2ccccc2)o1)c1ccc(CO)cc1
→ -5%, -4%, -41%, -5%, i, 0%, 1%, -2%, -5
O=C(N/N=C/c1ccccc1)c1ccco1
→ 0%, 1%, 57%[activator], ?, i, -12%, 15%, -6%, 0
CCNC(=O)CC1SC(=Nc2ccc(Cl)cc2)N(CC)C1=O (stereo not drawn)
→ 8%, 12%, /, ?, i, -3%, 1%, 1%, -1
O=C(NC1CCCCC1)C1CC(O)CN1C(=O)OCc1ccccc1 (stereo not drawn)
→ -5%, -5%, 4%, -22%, i, -1%, 1%, -4%, 23
O=C(NCc1ccco1)C1CCCN(S(=O)(=O)c2cccc3nsnc23)C1 (stereo not drawn)
→ -3%, -3%, -7%, -2%, i, 4%, 0%, 9%, -11
O=C(CSc1nc(N2CCOCC2)nc(N2CCOCC2)n1)Nc1ccc([N+](=O)[O-])cc1
→ ?, -9%, -7%, /, i, -10%, /, -1%, -9
CN(Cc1ccccc1)C(=O)C1CCN(S(=O)(=O)c2ccc3c(c2)oc(=O)n3C)CC1
→ /, /, -6%, 0%, i, /, 0%, /, /
O=C1C2Sc3[nH]c(=O)sc3C(c3ccccc3)C2C(=O)N1c1ccccc1 (stereo not drawn)
→ 2%, -2%, 8%, -3%, i, 13%, 0%, 8%, 22
C/C(=N\NS(=O)(=O)c1ccc(C)cc1)c1cc2ccccc2oc1=O
→ -3%, -6%, -3%[11.3 µM], 19%, i, 19%, 6%, 2%, -10

Compound activity as filed in PubChem BioAssay.
